# BRCA1 expr up: activators of BRCA1 expression. MCF7-BRCA1-FFLuc reporter, luminescence, 48 h; response scale: scaled: vehicle 0%, 10 µM genistein 100%. Potency, µM (series often up to 46.1 µM), inactives show top-dose activation, actives largely listed as activators. hit rate 1.1% among 380,000. AID 624202; also: nearly all actives have a fitted effect of over 80% in size; some results filed as inactive show a strong effect at the top dose
#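 Cells: MCF7-BRCA1-FFLuc, 2000/well. Exposure: 48 h, 37 °C, 5% CO2. Read: luminescence, 15 min post-substrate. Controls: genistein 10 microM (maximal activation), DMSO (neutral).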
# RORgamma inh: blocks mouse ROR gamma transcriptional activity. hit rate 5.4% among 310,000. AID 2551. Potency, µM (highest dose often 53.6 µM), without a hit: at the highest dose activity change, negative = inhibition, hits mostly inhibitors. Drosophila S2 Gal4-RORgamma UAS-luciferase reporter, 20 h. P51450; also: % is scaled to controls: 0 for no effect and ±100 for the full control effect; nearly all actives have a fitted effect of over 60% in size
# Target sequence (P51450 whole entry, looked up, the tested form may be a part): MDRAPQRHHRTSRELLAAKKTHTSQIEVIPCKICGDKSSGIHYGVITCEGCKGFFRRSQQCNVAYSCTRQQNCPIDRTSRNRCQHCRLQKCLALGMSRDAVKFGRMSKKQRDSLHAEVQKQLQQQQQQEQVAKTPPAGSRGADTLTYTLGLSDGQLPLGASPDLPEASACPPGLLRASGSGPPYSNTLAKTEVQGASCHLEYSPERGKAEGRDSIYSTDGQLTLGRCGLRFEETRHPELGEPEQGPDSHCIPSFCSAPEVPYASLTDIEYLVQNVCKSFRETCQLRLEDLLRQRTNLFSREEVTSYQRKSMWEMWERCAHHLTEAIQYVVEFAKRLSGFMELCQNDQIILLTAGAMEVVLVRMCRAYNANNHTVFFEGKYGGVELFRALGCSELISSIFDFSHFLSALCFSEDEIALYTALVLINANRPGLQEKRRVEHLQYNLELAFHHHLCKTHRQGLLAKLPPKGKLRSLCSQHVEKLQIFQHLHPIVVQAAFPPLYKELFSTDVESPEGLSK
#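 Drosophila S2 cells stably expressing Gal4-DBD/mouse RORγ fusion under metallothionein promoter plus UAS-luciferase; compound 1 h, then 700 uM CuSO4 induction for 20 h at ambient temperature; inhibition read as reduced luminescence.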
# p53 reactivation: re-activators of mutant p53; hit rate 0.063% among 320,000; Potency, µM (doses to about 92.2 µM), inactives show top-dose activity change, positive = activation, hits mostly activators; AID 504706; H1299 p53-A138V BP100-luciferase reporter, luminescence, 24 h; also: % of control where 0% means no effect; nearly all actives have a fitted effect of over 45% in size
#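 p53-null H1299 cells stably carrying temperature-sensitive p53-A138V and a BP100-luciferase reporter were pinned with compounds (4-point, 1:5 series) and held 24 hrs at 37 deg C. Luminescence was read 10 min after detection reagent.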
# ELG1 genotox: inducers of genotoxicity in HEK293T ELG1-luciferase cells. HEK293T ELG1-luciferase reporter, luminescence, 16 h. Potency, µM (highest dose often 46 µM), without a hit: at the top dose activity change, positive = activation, usual class: activators. hit rate 1.3% among 330,000; also: % of control where 0% means no effect; nearly all actives have a fitted effect of over 60% in size
#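 Reporter readout depends on ELG1 protein level, which increases with genetic stress. After 16 hr compound exposure at 37 °C, luciferase activity was quantified using ONE-Glo.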
# Rab9 prom act: activators of Rab9 promoter; Potency, µM (titrated, usually from 9.22 µM), without a hit: at the top dose activation, negative = inhibition, most hits filed as activators; Huh7 Rab9 promoter-luciferase reporter, luminescence, 24 h; hit rate 2.8% among 320,000; also: % of control where 0% means no effect; nearly all actives have a fitted effect of over 60% in size
#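 Luciferase signal after 10 min detection reagent at ambient indicates Rab9 promoter upregulation; stably transfected Huh7 cells were treated 24 h with compound in DMSO at 37 °C, 5% CO2.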
# uPA surface inh: blocks generation of uPA at the cell surface; Potency, µM (top dose mostly 38.3 µM), for the others: at the top dose activity change, negative = inhibition, usual class: inhibitors; cell surface uPA generation assay, qHTS; hit rate 0.31% among 330,000; active = well fitted inhibition curve with a large enough effect; inconclusive = small, poorly fitted or top-dose-only effect; inactive = no such curve, though single readings can be large or run the other way; tested in mouse RAW 264.7 cells; also: % is scaled to controls: 0 for no effect and ±100 for the full control effect; nearly all actives have a fitted effect of over 55% in size
# NPC1 promoter act: activators of NPC1 promoter; Huh7 NPC1 promoter luciferase reporter, 24 h; Potency, µM (doses to about 9.22 µM), for inactives: at the top dose activation, usual class: activators; hit rate 2.4% among 320,000;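 also: % of control where 0% means no effect; nearly all actives have a fitted effect of over 60% in size; reporter is driven by a mutant NPC1 promoter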
#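 Huh7 cells stably carrying NPC1 promoter–luciferase, plated in Opti-MEM with 10% FBS for 2 h, were exposed to compound in DMSO for 24 h at 37 °C; luciferase reagent was added for 10 min and luminescence read.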
# VP16 counter: inhibits Gal4-VP16 luciferase reporter, ROR gamma counter-screen. Drosophila S2 Gal4-VP16 UAS-luciferase, luminescence, 20 h. hit rate 3.5% among 310,000. Potency, µM (doses to about 53.6 µM), for the others: at the top dose activity, negative = inhibition, most hits filed as inhibitors;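 also: Gal4-VP16 expression switched on by copper sulfate through the metallothionein promoter; % is scaled to controls: 0 for no effect and ±100 for the full control effect; nearly all actives have a fitted effect of over 50% in size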
# MBNL1-CUG inh: blocks human MBNL1 binding to CUG repeat RNA | hit rate 0.036% among 280,000 | Potency, µM (series often up to 57.5 µM), for inactives: at the highest dose activity change, negative = inhibition, usual class: inhibitors | TR-FRET MBNL1-His/biotin-(CUG)12 binding, 665/545 ratio; active = well fitted inhibition curve with a large enough effect in the signal ratio, with a control signal flat, not every such curve was filed as active; inconclusive = small, poorly fitted or top-dose-only effect, or effect the other way, or a change in a side signal; inactive = no such curve, though single readings can be large or run the other way; the % refers to the signal ratio; also: % is scaled to controls: 0 for no effect and ±100 for the full control effect
#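 TR-FRET between His-tagged MBNL1 and biotin-(CUG)12 RNA, detected with Tb anti-His antibody (0.055 ng/ul) and streptavidin-XL665 (5 nM), 60 min at room temperature. Compounds titrated 92 nM to 58 uM; 665/545 nm ratio normalized to buffer and complex controls.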
# FLuc modulator: firefly luciferase modulation, counter-screen for miR-21 project | P08659 | Potency, µM (series often up to 57.5 µM), for inactives: at the highest dose activity change, negative = inhibition, actives largely listed as inhibitors | AID 588342 | hit rate 6.9% among 360,000 | purified FLuc, Km substrates, luminescence inhibition;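 also: plate controls were vehicle for no effect and reference inhibitor for full effect; nearly all actives have a fitted effect of over 55% in size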
# Target sequence (P08659 whole entry, looked up): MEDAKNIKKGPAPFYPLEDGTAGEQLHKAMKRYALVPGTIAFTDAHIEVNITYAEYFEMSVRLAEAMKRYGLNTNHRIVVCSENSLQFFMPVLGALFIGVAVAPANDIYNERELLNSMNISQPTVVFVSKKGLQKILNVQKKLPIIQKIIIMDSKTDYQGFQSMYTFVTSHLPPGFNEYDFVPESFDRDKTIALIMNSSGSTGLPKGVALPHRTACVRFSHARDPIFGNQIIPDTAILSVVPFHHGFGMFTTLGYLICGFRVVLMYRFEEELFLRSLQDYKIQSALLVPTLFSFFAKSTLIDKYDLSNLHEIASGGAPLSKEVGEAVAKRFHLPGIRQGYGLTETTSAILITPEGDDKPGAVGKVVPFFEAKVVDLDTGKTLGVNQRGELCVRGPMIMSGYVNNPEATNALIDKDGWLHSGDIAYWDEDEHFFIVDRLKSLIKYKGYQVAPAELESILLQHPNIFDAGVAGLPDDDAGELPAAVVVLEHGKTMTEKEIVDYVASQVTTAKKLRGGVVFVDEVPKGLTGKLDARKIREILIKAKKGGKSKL
#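 Purified P. pyralis luciferase, 10 nM final, with Km-level 10 uM D-luciferin and 10 uM ATP in 50 mM Tris acetate pH 7.5, 10 mM Mg acetate, 0.01% Tween-20, 0.05% BSA; 6-point qHTS titration about 60 µM downward; luminescence read.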
# * hit, by the source's call; ? = inconclusive; / = not tested or not shown; & = joins results of further samples; [ ] = remark or other dose. Unless noted, calls follow the shape of the dose curve; as a rule, active = well fitted curve in the direction sought with a large enough effect; inconclusive = small, poorly fitted or top-dose-only effect, or another doubt; inactive = no such curve, though single readings can be large; an effect the other way counts as inactive or inconclusive. Potency is read from the fitted curve at half-maximal effect.
SMILES,BRCA1 expr up,RORgamma inh,p53 reactivation,ELG1 genotox,Rab9 prom act,uPA surface inh,NPC1 promoter act,VP16 counter,MBNL1-CUG inh,FLuc modulator
CN1CCN(C(=O)c2cc(COc3ccccc3)on2)[C@@H](c2ccccc2)C1,5µM*,?,?,13µM*,2µM*,-3%,3.5µM*,-7%,-2%,9.5µM*
FC(F)(F)c1cccc(N2CCN(C3CC4CCC3C4)CC2)c1 (stereo not drawn),-25%,?,-13%,-2%,-2%,4%,0%,-16%,-1%,-9%
O=C(Nc1ccc2c(c1)OCCO2)c1cc(-c2ccccc2)nc2ccccc12,-34%,22%,-4%,-10%,6%,12%,-4%,-4%,17%,?
Nc1cccc(-n2nncc2-c2ccccc2)c1,6%,22%,-3%,0%,2%,3%,-5%,2%,11%,0%
CCn1cc(SCC(=O)N2CCc3ccccc32)c2ccccc21,45%,?,3%,?,14%,1%,6%,5%,-4%,?
COc1ccc(-c2nnc(SCC(=O)NC3CCCCC3)o2)cc1,-13%,1%,0%,5%,2%,3%,-6%,-1%,0%,?
FC(F)(F)c1cnc(Sc2nc3nccc(-c4ccc(Cl)cc4)n3n2)c(Cl)c1,-41%,?,-16%,-3%,0%,/,-7%,?,0%,-1%
COc1ccc(NC(=O)c2cc(OC)c(OC)c(OC)c2)cc1S(=O)(=O)N1CCCCC1,-41%,24%,-5%,6%,-2%,8%,-1%,0%,15%,2%
CCOC(=O)c1cc(C#N)c(N2CCN(c3ccccn3)CC2)nc1-c1ccccc1,-51%,39%,-1%,-14%,-6%,1%,-2%,-14%,45%[activator],2%
O=C(CN(c1ccccc1F)S(=O)(=O)c1ccccc1)NC1CCCCCC1,-32%,-1%,1%,2%,4%,/,-1%,15%,3%,0%
O=C1CC(CCC(=O)NC2CC2)c2ccccc2N1 (stereo not drawn),3%,-10%,2%,1%,5%,/,-6%,-8%,0%,0%
CC(C)c1ccc(C(C(=O)NC(C)(C)C)N(C(=O)CNC(=O)c2ccco2)c2cccnc2)cc1 (stereo not drawn),-25%,?,1%,3%,-5%,0%,0%,4%,2%,0%
CCCn1c(CCC(=O)O)ccc1-c1cccs1,9%,?,-6%,-2%,4%,-3%,0%,?,-6%,-12%
NC(=O)c1cc2cc(Cl)ccc2oc1=Nc1cccc(C(F)(F)F)c1,2%,?,-1%,4%,1%,23%,0%,-2%,16%,-3%
Cc1cc(=O)oc2cc(OCc3nnc(-c4ccccc4Br)o3)ccc12,-49%,17%,-1%,2%,9%,-2%,1%,2%,16%,-16%
CC[C@H](C)[C@H](NC(=O)OCc1ccccc1)C(=O)Nc1ccc(NC(C)=O)cc1,-7%,2%,-7%,-1%,-4%,0%,6%,-12%,/,-1%
O=C(CC1C(=O)NCCN1CC1CCCCC1)NCCc1ccc(F)cc1 (stereo not drawn),9%,27%,-4%,-1%,0%,-3%,-12%,4%,-10%,-3%
COc1ccc(C(=O)NCCS(=O)(=O)N2CCCCCC2)cc1,41%,/,2%,-3%,0%,1%,-4%,/,/,0%
Cc1oc2c(c(C)cc3oc(=O)c(CC(=O)NCCCO)c(C)c32)c1C,35%,-19%,2%,1%,-6%,5%,-4%,-11%,5%,-1%
Cc1c(C(=O)N2CCN(c3ccccn3)CC2)oc2c(F)cccc12,21%,37%,-3%,4%,5%,0%,1%,23%,-1%,-9%
COc1ccc(NC(=O)CN(C)C(=O)c2cnc(Cl)c(Cl)c2)cc1,-6%,-2%,5%,0%,0%,-3%,1%,-8%,-3%,1%
COc1cc(/C=N/NC(=O)C2(O)c3ccccc3-c3ccccc32)ccc1O,-1%,3%,8%,5%,0%,3%,-4%,3%,15%,-2%
COc1cc2cc(CCCO)oc(=O)c2cc1OC,-4%,/,-4%,7%,/,?,/,/,/,/
O=C(/C=C/c1cccc(C(F)(F)F)c1)NNC(=O)c1ccncc1,-15%,/,0%,1%,6%,4%,2%,/,/,-7%
CN1CCN(C2CCCCC2NS(=O)(=O)c2ccc(Cl)cc2)CC1 (stereo not drawn),-12%,0%,-5%,2%,17%,7%,-2%,-3%,-4%,-1%
COc1cc(C(=O)Nc2nnc(CC(C)(C)C)s2)c([N+](=O)[O-])cc1OC,0%,-19%,6%,-1%,0%,5%,-2%,-1%,?,-1%
COC(=O)c1ccc(NC(=S)Nc2ccccc2)cc1,16%,11%,-4%,?,16%,-8%,16%,-2%[0.365 µM],-1%,?
COC(=O)c1cc(S(=O)(=O)N2CCN(c3ccccc3)CC2)c[nH]1,-2%,20%,/,0%,-2%,-11%,1%,3%,-20%,2%
O=C(N/N=C/c1ccc(OC(F)F)cc1)C1=COCCO1,38%,-36%,3%,?,2µM*,-9%,3.2µM*,-28%,10%,8.5µM*
COCCNC(=O)CN1CCC(NC(=O)C(C)(C)C)CC1,2%,0%,3%,2%,2%,0%,0%,-7%,-9%,2%
CCc1nc(C)cn1S(=O)(=O)c1ccc([N+](=O)[O-])cc1,-9%,1%,2%,-6%,-4%,-5%,-1%,-9%,?,0%
COc1ccc(NC(=O)c2ccco2)cc1NC(=O)COc1ccccc1[N+](=O)[O-],-23%,?,/,?,-4%,4%,-5%,-3%,-11%,-2%
CCCC(C)NC(=O)CN1C(=O)NC2(CCc3ccccc32)C1=O (stereo not drawn),7%,-1%,-2%,0%,6%,-11%,0%,-2%,-9%,2%
C=CCOc1cc(C)nc(-c2ccccc2O)n1,0%,-26%,-1%,2%,9%,-1%,0%,19%,-12%,0%
CCOC(=O)c1cnc2cc(-c3ccc(C(C)(C)C)cc3)nn2c1N,98%,-10%,15%,5%,?,4%,?,10%,1%,?
CCC(=O)Nc1ccc(S(=O)(=O)Nc2nccs2)cc1,-5%,-17%,?,-1%,9%,0%,-2%,-4%,-5%,0%
Cc1ccc(S(=O)(=O)Nc2ccc3c(c2)C(=O)N([C@H](C)CO)C[C@H](C)[C@@H](CN(C)Cc2ccccc2)O3)cc1,0%,/,6%,0%,/,-15%,/,/,/,/
CC(c1nccs1)N(C)c1nc2nonc2nc1NC1CC1 (stereo not drawn),0%,-12%,1%,0%,-10%,1%,-3%,6%,3%,6%
COc1ccc(C(CC(=O)c2ccccc2)S(=O)(=O)c2ccc(C)cc2)cc1 (stereo not drawn),10µM*,-37%,20%,?,4µM*,/,2.2µM*,?,-1%,0.76µM*
CCN(Cc1cc(=O)[nH]c2ccccc12)C(=O)c1ccc(C)cc1,-2%,17%,1%,4%,-3%,11%,1%,2%,0%,-8%
O=C(NCc1ccc(Cl)cc1)NCc1ccc(Cl)cc1,-16%,-23%,17%,?,-10%,-2%,-1%,1%,6%,0%
CCc1cccc(NS(=O)(=O)c2c(C)n[nH]c2C)c1,2%,36%,-1%,1%,-1%,7%,-2%,-11%,1%,-2%
Nn1c(SCc2ccccc2)nnc1-c1ccco1,74%,?,13%,?,-5%,-12%,0%,?,-6%,-13%
CC(C)(C)NS(=O)(=O)c1ccc(CCC(=O)NCc2ccco2)cc1,0%,-4%,2%,0%,-10%,-2%,1%,1%,4%,1%
CC1=C(C(=O)NCc2ccco2)C2(CCC(C)CC2)OC1=O (stereo not drawn),15%,11%,-3%,-6%,6%,-10%,1%,-10%,-13%,-1%
COc1ccc(-c2cnnn2-c2ccc([N+](=O)[O-])cc2)cc1,-25%,9%,0%,10%,2%,-2%,-3%,28%,?,-9%
Cc1ccnc(NC(=S)NC(=O)/C=C/c2ccco2)c1,49%,7.1µM*,?,9.2µM*,?,-19%,?,1.8µM*,23%,7.6µM*
O=S(=O)(c1ccc(F)cc1)N1CCN(C(=S)NCc2ccco2)CC1,-27%,20%,-5%,0%,-6%,-2%,1%,2%,0%,4%
Cn1c(=O)cc(OCCCC(=O)NCc2ccco2)c2ccccc21,-8%,-21%,-15%,18µM*,-4%,-11%,-8%,?,7%,-2%
CCCNC(=O)COc1ncnc2sc(C)c(C)c12,-22%,-12%,1%,1%,-8%,5%,-1%,2%,-3%,-2%
Cc1ccc(N2CC(C(=O)N3CCN(c4ccccc4)CC3)CC2=O)cc1 (stereo not drawn),-6%,9%,-3%,-8%,2%,8%,-3%,0%,3%,0%
C/C(N)=C(/C#N)C(=O)COC(=O)c1cc(-c2ccc(Br)cc2)nc2ccccc12,-79%&-59%[inhibitor],31%,-4%,-5%,-1%,0%&6%,-1%,?,11%,?

# Rewritten with two lines to a compound: 4 of the compounds above.
# Results follow in this order: BRCA1 expr up | RORgamma inh | p53 reactivation | ELG1 genotox | Rab9 prom act | uPA surface inh | NPC1 promoter act | VP16 counter | MBNL1-CUG inh | FLuc modulator
Cc1ccnc(NC(=S)NC(=O)/C=C/c2ccco2)c1
→ 49% | 7.1µM* | ? | 9.2µM* | ? | -19% | ? | 1.8µM* | 23% | 7.6µM*
O=S(=O)(c1ccc(F)cc1)N1CCN(C(=S)NCc2ccco2)CC1
→ -27% | 20% | -5% | 0% | -6% | -2% | 1% | 2% | 0% | 4%
Cn1c(=O)cc(OCCCC(=O)NCc2ccco2)c2ccccc21
→ -8% | -21% | -15% | 18µM* | -4% | -11% | -8% | ? | 7% | -2%
CCCNC(=O)COc1ncnc2sc(C)c(C)c12
→ -22% | -12% | 1% | 1% | -8% | 5% | -1% | 2% | -3% | -2%

# Source: PubChem BioAssay (National Center for Advancing Translational Sciences (NCATS))
